Screening data deposited in PubChem BioAssay by NCI.
NCI-60 one-dose screen, 48 h, at 10 µM unless noted. Numbers give growth in % (100 = growth as untreated, 0 = no growth, -100 = all killed).
786-0: 786-0 renal cancer cells. 5.1% of 81,000 active. AID 1794775
ACHN: ACHN renal cancer; 4.9% of 81,000 active; AID 1794771
CAKI-1: CAKI-1 renal cancer. 4.7% of 75,000 active
RXF 393: RXF 393 renal cancer cells; 6.9% of 77,000 active; AID 1794773
SN12C: SN12C renal cancer cells. 3.8% of 81,000 active
UO-31: UO-31 renal cancer; 5.2% of 81,000 active
A498: A498 renal cancer cells. 5.4% of 76,000 active. AID 1794774
PC-3: PC-3 prostate cancer cells | 3.9% of 80,000 active | AID 1794754
TK-10: TK-10 renal cancer cells; 3.9% of 81,000 active; AID 1794769
An asterisk follows results filed as active; x = no result given; & = joins results of further samples. Rule for the calls: active = growth percent below 10; inactive = the rest.

SMILES	786-0	ACHN	CAKI-1	RXF 393	SN12C	UO-31	A498	PC-3	TK-10
CCCN(C(=O)Cc1c(F)cccc1Cl)c1c(N)n(Cc2ccccc2)c(=O)[nH]c1=O	95.1	97.3	106.8	100.3	103.1	70.4	112.3	100.5	110.3
CC(C)/C=N/NC(N)=S	100.1	90.6	89.0	106.2	85.5	72.4	82.7	55.1	108.6
COc1cccc(C(=O)Nc2cccc(-c3cc(=O)c4ccccc4o3)c2)c1	52.7	43.9	77.2	68.7	70.1	79.6	96.7	91.4	88.8
N#Cc1cnn(C2=NC(c3cccc([N+](=O)[O-])c3)c3sc4ccc(Cl)cc4c3N2)c1N (configuration not stated)	99.0	84.8	74.9	103.3	95.9	58.8	106.4	89.0	107.1
CCCCCCCCOC(=O)CC[C@@H](C)[C@H]1CC[C@H]2[C@@H]3[C@H](OC(=O)CCN)C[C@@H]4C[C@H](OC(=O)CCN)CC[C@]4(C)[C@H]3C[C@H](OC(=O)CCN)[C@]12C	99.1	96.2	107.9	108.7	77.6	104.7	130.8	87.3	135.9
O=c1[nH][n+](-c2nonc2-c2ccc(F)cc2)no1	97.5	101.3	88.9	107.1	98.0	86.6	x	97.2	125.5
CSc1nc2c(NCc3ccc(Cl)cc3)[nH]c(=O)nc2n1-c1ccccc1	96.3	95.8	85.9	101.7	x	75.4	91.0	61.5	95.4
CS(=O)(=O)c1ccc(/C(=N/N=C(N)N)c2ccc(Cl)cc2)cc1	88.5	99.1	59.5	82.6	95.7	84.4	76.9	76.5	76.1
COc1ccc(OC)c(NC2=C(Cl)C(=O)C(C)=C(C)C2=O)c1	101.9	100.5	94.0	107.3	92.8	92.4	91.6	77.6	172.2
Cc1ccc(-c2csc(N(C(=O)N3CCN(c4cc5c(cc4F)c(=O)c(C(=O)O)cn5C4CC4)CC3)c3ccccc3)n2)cc1	4.6*	5.6*	2.4*	4.1*	9.1*	7.5*	7.6*	11.8	20.6
COc1cccc(-c2nn(-c3ccccc3)cc2-c2ccnc(N3CCN(C(=O)Nc4ccccc4)CC3)c2)c1	65.8	87.1	92.1	55.5	85.4	51.1	83.0	75.0	78.5
COc1ccc([C@H]2c3[nH]c4ccccc4c3C[C@@H]3C(=O)N(C4CCN(Cc5ccccc5)CC4)CC(=O)N23)c(OC)c1	74.3	76.0	56.4	41.9	75.6	42.6	93.8	48.1	103.4
CC(C)C(/C=N/N=C(N)N)=N\N=C(N)N	97.8	92.2	94.0	114.9	100.8	82.3	111.6	99.3	103.8
CCCCCC/C(C)=C\C(=O)OCC	98.7	102.8	99.7	95.6	107.2	96.2	72.8	91.0	94.2
CCC(=O)Oc1cccc(OC(=O)CC)c1	103.5	106.2	95.8	120.4	104.0	95.3	105.6	92.2	100.8
COc1ccc(/C(C)=N/N=C(\C)c2ccc(OC)cc2)cc1	102.5	98.5	86.8	112.5	103.4	78.0	98.4	91.4	114.7
COC(=O)[C@@H]1CCCN1C(=O)[C@H]1CCCN1C(=O)[C@@H](Cc1c[nH]c2ccccc12)NC(=S)Nc1cc(C(F)(F)F)cc(C(F)(F)F)c1	52.5	37.2	22.0	48.5	44.4	28.3	57.7	32.4	78.7
COc1ccc(CNc2c3ccccc3nc3ccccc23)cc1F	26.0	10.9	21.3	11.1	25.9	13.5	-6.3*	30.4	36.1
COc1ccc(-c2nc(Sc3nc4c(c(=O)n(C)c(=O)n4C)n3Cc3ccc(F)cc3)[nH]c(=O)c2C#N)cc1	101.0	98.2	89.4	118.4	99.5	85.4	86.9	103.5	136.7
O=C(N/N=C/c1ccc2c(c1)OCO2)c1ccccc1	112.3	95.1	81.1	110.2	95.3	88.6	94.9	89.7	103.0
COc1cc(-c2[nH]nc3c2C(c2cn[nH]c2-c2ccc(F)cc2)C(C#N)=C(N)O3)cc(OC)c1OC (configuration not stated)	104.7	102.6	98.5	106.1	97.4	68.2	123.7	95.3	114.5
COC(=O)c1c2c(c(C)[n+]([O-])c1C)C(=O)C(NCc1ccc(O)cc1)=CC2=O	8.0*	8.1*	7.4*	-4.5*	-89.9*	6.9*	x	7.5*	74.1
O=C1c2cc(O)c(O)cc2O[C@H](c2ccc(O)c(O)c2)[C@H]1O	94.8	114.1	100.6	97.9	102.0	105.4	108.4	84.4	105.6
COc1cccc(-c2nc3occn3c2-c2ccnc(NCCCNS(=O)(=O)c3ccc(C(F)(F)F)cc3)n2)c1	86.8	89.3	75.3	79.6	85.4	71.5	x	75.9	105.6
C=C(C)[C@@H]1CC[C@]2(C(=O)N3CCNCC3)CC[C@]3(C)[C@H](CC[C@@H]4[C@@](C)(CCC(=O)N5CCNCC5)[C@H](C(=C)C)CC[C@]43C)[C@@H]12	80.2	93.9	92.7	82.2	91.4	64.3	76.2	57.7	93.6
O=C1Nc2ccccc2C12NCCc1cccc(O)c12 (configuration not stated)	105.0	101.4	93.3	109.1	101.8	87.8	106.0	99.6	114.5
CCC(=O)OC1CCCCC1OC(=O)CC (configuration not stated)	102.3	100.3	93.7	119.1	101.4	91.7	108.1	97.7	102.7
COc1cc2c(c(OC)c1OC)C(=O)/C(=C/c1cc(C)c(O)c(C)c1)S2	42.6	45.8	26.3	-10.4*	45.6	33.0	x	30.9	59.2
O=C(/C=C\c1ccc(C(=O)Nc2ccc(C3=NCCN3)cc2)cc1)Nc1ccc(C2=NCCN2)cc1	119.1	115.6	103.4	108.8	100.3	88.4	92.0	79.0	160.0
CC(C)(C)C1CCC(O)CC1 (configuration not stated)	97.3	101.6	88.6	102.4	99.5	90.3	103.9	97.5	95.4

Continued; it opens with the 3 that closed the last part.
SMILES	786-0	ACHN	CAKI-1	RXF 393	SN12C	UO-31	A498	PC-3	TK-10
COc1cc2c(c(OC)c1OC)C(=O)/C(=C/c1cc(C)c(O)c(C)c1)S2	42.6	45.8	26.3	-10.4*	45.6	33.0	x	30.9	59.2
O=C(/C=C\c1ccc(C(=O)Nc2ccc(C3=NCCN3)cc2)cc1)Nc1ccc(C2=NCCN2)cc1	119.1	115.6	103.4	108.8	100.3	88.4	92.0	79.0	160.0
CC(C)(C)C1CCC(O)CC1 (configuration not stated)	97.3	101.6	88.6	102.4	99.5	90.3	103.9	97.5	95.4
O=C(O)CC1(CC(=O)Nc2nccs2)CCCCC1	103.6	101.5	107.3	115.5	104.4	90.7	122.0	104.0	105.2
COc1ccc(CNC(=O)c2c(C)n([O-])c3cc(F)c(F)cc3[n+]2=O)cc1	92.9	98.7	152.4	x	95.2	-32.4*	95.1	94.0	101.6
COc1ccc(OC)c(C(O)CNC(=O)CN)c1 (configuration not stated)	101.8	x	93.5	x	x	86.3	91.9	92.1	100.5
COc1ccc(C2=NN(C=O)C(c3ccc(Cl)cc3)C2)cc1S(N)(=O)=O (configuration not stated)	103.4	97.6	91.3	106.5	101.0	81.2	92.6	95.2	102.1
CCCC1(C(=O)OCC)CCCCC1=O (configuration not stated)	105.7	104.9	112.3	108.7	124.1	82.3	81.4	89.6	106.4
CC(=O)Nc1cccc(Nc2c(C#N)cnc3ccc(NC(N)=O)cc23)c1	97.2	97.5	89.3	102.0	102.2	86.4	90.3	93.9	97.0
CC(=O)Nc1ccc2c(O)cc(S(=O)(=O)O)cc2c1	99.9&103.6	94.5&107.3	92.1	117.2&98.4	92.5&105.7	73.7&96.0	149.7&95.4	91.2&92.7	112.8&114.0
O=C1CCc2ccccc21	103.5	115.6	99.4	96.0	100.9	93.9	x	100.3	100.4
O=C(Nc1cc(Cl)cc(Cl)c1)Nc1ccc2c(ccn2C(=O)c2cccc(F)c2)c1	87.2	84.8	87.8	94.0	92.4	76.8	76.4	80.6	73.9
Nc1ncnc2c1N=C(c1ccc3c(c1)OCO3)CC(c1cccc(Nc3ccnc4cc(C(F)(F)F)ccc34)c1)N2 (configuration not stated)	82.5	98.3	78.4	80.5	75.5	76.9	74.5	75.6	99.0
COc1ccc(/C=C/c2cc(-c3ccc(OC)c(OC)c3)c3sc(=O)[nH]c3n2)cc1OC	84.4	96.3	92.7	77.0	82.6	69.1	28.9	93.2	83.7
CCCCCCCCCCCC(=O)N(C)CC(=O)O	103.4&103.2	107.8&105.6	100.3&95.6	101.6&106.4	101.7&103.4	89.6&90.1	103.3&93.0	95.5&97.4	108.8&114.5
COC(=O)C1C2CC3c4[nH]c5cc(OC)ccc5c4CCN3CC2CC(O)C1OC (configuration not stated)	109.4&104.1&102.2	95.1&107.3&104.0	100.9&91.6&92.2	110.8&120.2&111.1	94.7&101.7&98.8	74.0&65.0&79.5	84.6&97.1&112.6	99.2&86.5&105.3	99.6&119.1&110.8
CNC(=O)c1cc(Oc2ccc3nc(NC(C)=O)sc3c2)ccn1	94.6	103.7	89.2	114.8	106.4	95.0	105.7	96.3	104.4
COc1cccc(NC(=O)Nc2ccc(-c3ccc(OC)c(OC)c3)nc2C)c1	92.3	x	x	108.5	93.6	80.4	85.2	59.1	96.2
N#Cc1ccc(C(=O)Nc2nc3ccc(OC(F)(F)F)cc3o2)cc1	99.8	110.3	96.7	125.8	105.5	111.5	108.4	93.5	x
O=c1[nH][n+](-c2ccc([N+](=O)[O-])cc2)no1	85.0	58.6	33.5	118.4	86.8	47.1	37.1	80.5	88.8
CCNC(=O)Nc1ncccc1OCc1ccccc1	94.1	100.6	88.6	113.0	99.3	91.3	104.1	101.3	89.9
CC(=O)Cc1nsc(NC(=O)c2cc(-c3ccc([N+](=O)[O-])cc3)oc2C)n1	100.0	101.5	96.2	100.0	95.9	87.7	97.3	93.7	151.6
Cc1cc(Nc2ncnc3ccccc23)n[nH]1	107.2	99.9	95.8	x	106.4	95.5	68.6	100.9	105.6
COc1cccc(C(=O)NNC(=O)c2ccc3ccccc3c2)c1	93.8	114.4	108.2	111.2	104.7	107.4	94.4	106.3	107.9
Nc1ncc(Sc2nc3ccc(Cl)cc3c(=O)n2Cc2ccccc2)s1	111.1	117.1	74.4	102.3	90.6	85.2	88.8	71.8	131.8
Cc1nc2[nH]c(=S)[nH]c2c(=O)[nH]1	116.1	99.2	102.9	125.5	102.5	90.2	x	108.6	113.0
Cc1[nH]c(/C=C/C(=O)c2ccc(C(F)(F)F)c(F)c2)c(C)c1C(=O)NCc1ccccc1	95.3&94.2	93.2&97.9	85.5&90.1	108.2&99.8	92.2&91.4	84.8&83.0	74.0	78.4&84.2	106.6&98.3
Cc1ccc(S(=O)(=O)OC[C@@]2(C)CC[C@]3(C)CC[C@]4(C)C(=CC[C@@H]5[C@@]6(C)CCCNC(C)(C)[C@@H]6CC[C@]54C)[C@@H]3C2)cc1	-79.0*	-100.0*	-92.4*	-85.9*	-88.3*	-2.3*	86.8	-10.3*	-61.1*
Nc1ccc(N=Nc2cccc(S(=O)(=O)O)c2)c2ccccc12	103.5	94.6	x	104.4	98.5	70.6	x	93.8	117.1
CNC(=O)c1cc(Oc2ccc3nc(NC(=O)c4cc(C)cc(C)c4)sc3c2)ccn1	59.0	93.4	79.0	69.2	90.3	78.8	59.7	47.9	78.5
Nc1c(C(=O)Nc2ccccc2F)sc2nc3c(cc12)CCC3	102.0	108.3	102.5	110.5	95.0	95.8	89.1	87.7	89.8
Cn1c(=O)c2c(nc(Nc3nc(Nc4ccc(S(N)(=O)=O)cc4)cs3)n2Cc2ccccc2)n(C)c1=O	99.0	97.9	93.2	95.8	96.2	78.1	82.3	101.2	117.9
COC(=O)c1sc(-c2ccccc2)c2sc(N)nc12	93.7	96.5	96.5	96.3	94.3	78.9	75.5	79.8	101.2

Four of the compounds above, with values under each structure.
Every second line gives: 786-0 | ACHN | CAKI-1 | RXF 393 | SN12C | UO-31 | A498 | PC-3 | TK-10
> Nc1ccc(N=Nc2cccc(S(=O)(=O)O)c2)c2ccccc12
→ 103.5 | 94.6 | x | 104.4 | 98.5 | 70.6 | x | 93.8 | 117.1
> CNC(=O)c1cc(Oc2ccc3nc(NC(=O)c4cc(C)cc(C)c4)sc3c2)ccn1
→ 59.0 | 93.4 | 79.0 | 69.2 | 90.3 | 78.8 | 59.7 | 47.9 | 78.5
> Nc1c(C(=O)Nc2ccccc2F)sc2nc3c(cc12)CCC3
→ 102.0 | 108.3 | 102.5 | 110.5 | 95.0 | 95.8 | 89.1 | 87.7 | 89.8
> Cn1c(=O)c2c(nc(Nc3nc(Nc4ccc(S(N)(=O)=O)cc4)cs3)n2Cc2ccccc2)n(C)c1=O
→ 99.0 | 97.9 | 93.2 | 95.8 | 96.2 | 78.1 | 82.3 | 101.2 | 117.9

Remaining list, next part
SMILES	786-0	ACHN	CAKI-1	RXF 393	SN12C	UO-31	A498	PC-3	TK-10
C[N+]1(CC(=O)c2ccccc2)CCOCC1	97.0	106.5	x	106.9	101.6	92.0	106.4	97.8	98.7
COc1cc(/C=C/c2cc(/C=C/c3ccc(O)c(OC)c3)n(-c3ccccc3)c(=O)n2)ccc1O	85.1	81.1	83.7	68.3	71.4	58.6	108.1	70.4	112.6
COc1cc(OC)c(C(=O)c2ccccc2[N+](=O)[O-])c(OC)c1	116.5	114.1	92.7	108.8	96.1	76.3	87.7	94.0	122.7
C=C(C)[C@@H]1CC[C@]2(C)CC[C@]3(C)[C@H](CC[C@@H]4[C@@]5(C)CC[C@H](OP(=O)(OCC)OCC)C(C)(C)[C@@H]5CC[C@]43C)[C@@H]12	100.0	101.8	92.7	x	100.3	94.4	115.9	88.7	109.9
CCN(CC)CCOc1cccc(OC)c1	93.8	87.7	81.6	92.5	95.3	88.5	57.7	91.2	117.7
F[C@H]1CCO[C@H](/C=C/c2ccccc2)C1	99.4	90.9	111.0	109.0	107.8	83.8	103.6	101.3	105.0
O=C(O)COc1ccc(/C=C2/SC(=S)N(c3ccccc3)C2=O)cc1	103.9	95.8	90.5	111.7	97.2	81.9	100.9	100.7	105.5
Cc1ccc2c(c1)C(C)Cc1c(Cl)nc(-c3ccccc3)nc1N2C (configuration not stated)	91.3	97.9	97.6	101.9	89.5	93.5	98.5	88.2	100.3
